Source: PubChem
IMPase Li cell: membrane-permeable IMPase blocker, potentiated with lithium. CHO-M1 cells, IP1 TR-FRET (IP-One), carbachol + lithium. Potency, µM (doses to about 59.4 µM), without a hit: at the top dose activity, negative = IMPase inhibition, hits mostly inhibitors. 210,000 compounds, 0.35% hits. AID 1457;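 note: IP1 builds up when IMPase is blocked and the TR-FRET signal falls; plate controls were basal vehicle for no effect and high inhibitor control for full effect; nearly all actives have a fitted effect of over 50% in size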
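CHO cells stably expressing M1 receptor (2000/well, cultured 16–30 h) treated 30 min at 37C with compound plus low lithium. Cytosolic IP1 by TR-FRET (665/620 ratio and 620 channel) after 10 min lysis; AC50 by Hill fit.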
GAA inh: blocks human lysosomal alpha-glucosidase. P10253. purified human GAA, 4-MU-alpha-glucoside fluorescence. Potency, µM (top dose mostly 76.9 µM), inactives show at the top dose activity change, negative = inhibition, usual class: inhibitors. 200,000 compounds, 0.005% hits. AID 1466;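 note: plate controls were uninhibited enzyme wells for no effect and no-enzyme background for full effect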
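qHTS format, compound range up to 77 uM. Human lysosomal enzyme at 4 nM, 400 uM 4-MU glucoside substrate, pH 5.0, 20 min room temperature; fluorescence after alkaline stop gives activity normalized to controls.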
GAA spleen mod: lysosomal alpha-glucosidase (human) modulation; P10253; human spleen homogenate, 4-MU-alpha-glucoside fluorescence; Potency, µM (titrated, usually from 79.9 µM), without a hit: top-dose activity change, negative = inhibition, usual class: inhibitors; 240,000 compounds, 0.006% hits;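 note: 0% = enzyme with vehicle and -100% = no enzyme basal signal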
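AC50 values come from Hill-equation fits of concentration-response data, normalized to no-enzyme and full-activity controls. Enzyme source: 1 ug human spleen homogenate; 1 mM fluorogenic 4-MU glucoside, pH 5.0 citrate buffer, 37 C, 40 min.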
HTT aggregate: reduces HttQ103-GFP aggregates in PC12 cells. PC12 HttQ103-GFP aggregates, Acumen cytometry, 40 h. Potency, µM (doses to about 46.1 µM), for the others: top-dose activity change, negative = inhibition, actives largely listed as inhibitors. 220,000 compounds, 1.1% hits. AID 1688; note: % is set by controls: 0 for no effect and ±100 for the full control effect; nearly all actives have a fitted effect of over 60% in size
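PC12 cells with ecdysone-inducible HTT exon1 Q103-GFP, induced by 100 nM tebufenozide, given compounds in a concentration series. GFP aggregates (1–25 um, 6 SD above background) counted in lysates by laser-scanning cytometry, 488 nm excitation.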
GAA glycogen: GAA glycogen-cleavage inhibition or activation | P10253 | recombinant GAA, glycogen substrate, Amplex Red glucose oxidase fluorescence | Potency, µM (highest dose often 76.4 µM), without a hit: at the highest dose activity change, negative = inhibition, most hits filed as inhibitors | 300,000 compounds, 0.38% hits | AID 2100;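 note: 0% = full enzyme reaction and -100% = no-enzyme basal signal; the screen sought inhibitors and activators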
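Recombinant human alpha-glucosidase (4 nM final) hydrolysed bovine liver glycogen (30 ug) for 40 min at 37 C in pH 5.0 citrate/phosphate with 0.01% Tween-20. Released glucose detected by glucose oxidase/Amplex Red, Ex 573/Em 610 nm. Compounds up to 77 uM; AC50 from Hill fits.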
RGS12 GoLoco inh: blocks human Gai1 binding to RGS12 GoLoco peptide, red readout | AID 880 | Potency, µM (highest dose often 61.6 µM), without a hit: top-dose activity, negative = inhibition, hits mostly inhibitors | P63096 | 230,000 compounds, 0.44% hits | Gai1:RGS12 GoLoco peptide FP, rhodamine, 10 min; active = well fitted inhibition curve with a large enough effect, not every such curve was filed as active; inactive = no such curve, though single readings can be large or run the other way; note: % is set by controls: 0 for no effect and ±100 for the full control effect; nearly all actives have a fitted effect of over 30% in size; many of its hits are not listed in these tables
Target sequence (P63096 whole entry, looked up): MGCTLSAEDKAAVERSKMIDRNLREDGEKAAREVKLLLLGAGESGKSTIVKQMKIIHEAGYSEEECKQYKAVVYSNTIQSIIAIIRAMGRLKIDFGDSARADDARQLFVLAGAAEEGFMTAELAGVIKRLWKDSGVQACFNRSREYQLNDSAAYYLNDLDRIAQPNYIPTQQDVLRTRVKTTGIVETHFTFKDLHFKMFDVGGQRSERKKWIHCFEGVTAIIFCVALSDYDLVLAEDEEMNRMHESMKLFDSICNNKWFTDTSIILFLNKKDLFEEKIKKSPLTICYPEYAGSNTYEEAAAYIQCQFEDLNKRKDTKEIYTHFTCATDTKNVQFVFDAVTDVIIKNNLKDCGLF
HTT cytoprotect: Huntington cell model cytoprotection by ATP luminescence; PC12 HTT-Q103 induced, cytoprotection, ATP luminescence, 40 h; AID 1471; Potency, µM (top dose mostly 56.4 µM), for the others: cytoprotection (ATP increase), usual class: activators; 230,000 compounds, 0.14% hits;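 note: % of control where 0% means no effect; nearly all actives have a fitted effect of over 45% in size; toxic huntingtin expression switched on by the ecdysone agonist tebufenozide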
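Compounds added alongside 100 nM tebufenozide, which induces toxic Q103 huntingtin exon 1-GFP in stable PC12 cells; surviving cells quantified by luminescent ATP measurement. Medium: phenol red-free DMEM, 5% equine and 5% calf serum.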
* marks the source's active call; other numbers are inactive results; u = inconclusive; x = not tested or not shown; & = joins results of further samples; [ ] = remark or other dose. Unless noted, calls come from the whole dose curve; as a rule, active = well fitted curve in the direction sought with a large enough effect; inconclusive = small, poorly fitted or top-dose-only effect, or another doubt; inactive = no such curve, though single readings can be large; an effect the other way counts as inactive or inconclusive. Potency is the fitted concentration of half-maximal effect.

1	CC(=NCCc1ccccc1)c1c(O)[nH]c(=O)[nH]c1=O
2	N#CC(c1ccccc1)N1CCOCC1 (stereo unspecified)
3	COc1ccc(-n2c(C)nc3cc(C(=O)N4CCC5(CC4)OCCO5)ccc32)cc1
4	CN1C(=O)NC(=O)/C(=C/c2ccc(C(=O)O)cc2)C1=O
5	Cc1ccc2c(c1)c(=O)c1c3n2CCN(CC#N)C3CC1 (stereo unspecified)
6	CN1CN(c2cccc([N+](=O)[O-])c2)CN=C1N[N+](=O)[O-]
7	Cc1cc(NC(=O)CCl)nn1C
8	CN(C)c1cc(N)c2c(n1)CCC2 (tested in a mixture with another compound)

assay / compound	1	2	3	4	5	6	7	8
IMPase Li cell	x	x	-4%[38.3 µM]	x	7%	2%	-4%	4%
GAA inh	x	-2%	-4%	x	9%	3%	14%	3%
GAA spleen mod	-1%	2%	-10%	-1%	-9%	3%	7%	9%
HTT aggregate	2%[9.22 µM]	-4%[9.22 µM]	0%	-14%[9.22 µM]	12%[9.22 µM]	-1%	12%[9.22 µM]	-15%
GAA glycogen	0%	5%	-6%	-9%	18%	3%	-7%	6%
RGS12 GoLoco inh	7%	-7%	20%	1%	1%	9%	8%	3%
HTT cytoprotect	-9%[10 µM]	17%[10 µM]	14%[1.9 µM]	12%[10 µM]	11%[10 µM]	x	27%[10 µM]	7%[10 µM]

Reprinted from the part before: 3 compounds; new compounds follow.
6	CN1CN(c2cccc([N+](=O)[O-])c2)CN=C1N[N+](=O)[O-]
7	Cc1cc(NC(=O)CCl)nn1C
8	CN(C)c1cc(N)c2c(n1)CCC2 (tested in a mixture with another compound)
9	C[C@]12CCC(=O)C=C1CC[C@@H]1[C@@H]2CC[C@@]2(C)[C@H]1CC[C@]2(C)O
10	O=C1/C(=C\c2ccc3c(c2)OCO3)N2CCC1CC2
11	COc1ccc(-n2c(-c3ccccc3)nc3ccccc3c2=O)cc1
12	O=C(Nc1ccc(Br)cc1)c1nn(C23CC4CC(CC(C4)C2)C3)cc1Br
13	O=C(c1cc(F)ccc1F)C1CCCN(CCCc2ccccc2)C1 (stereo unspecified)
14	O=c1[nH]c(=S)[nH]c(O)c1N=Nc1ccc2c(c1)OCO2
15	O=C1CC(c2ccccc2)CC(O)=C1C=NCCN1CCN(C(=O)Cc2ccccc2)CC1 (stereo unspecified)
16	Oc1ccccc1-c1ccccc1

assay / compound	6	7	8	9	10	11	12	13	14	15	16
IMPase Li cell	2%	-4%	4%	2%&11%	0%[38.3 µM]	x	10%[38.3 µM]	18%	13%	12%[38.3 µM]	5%
GAA inh	3%	14%	3%	-6%[15.4 µM]	-10%	x	-3%	u	-5%	-4%	x
GAA spleen mod	3%	7%	9%	-3%&-4%&11%	-8%	2%	-14%	1%	-4%	-7%	1%
HTT aggregate	-1%	12%[9.22 µM]	-15%	x	9%	-3%[9.22 µM]	-1%	3%	3%	26%	11%
GAA glycogen	3%	-7%	6%	-2%	-6%	1%	2%	-11%	-20%	3%	x
RGS12 GoLoco inh	9%	8%	3%	7%&-7%&5%	2%	7%	4%	-2%	74%[activator]	-8%	-4%&-6%
HTT cytoprotect	x	27%[10 µM]	7%[10 µM]	u	-6%	-1%[10 µM]	-31%	1%	-11%	6%[10 µM]	u

17	Oc1ccc2c3c1O[C@H]1c4oc5ccccc5c4C[C@@]4(O)C(C2)N(CC2CC2)CCC314 (stereo partly specified)
18	COC(=O)C12CC3=C[C@H](CC3=O)Cc3ccccc3[C@@H]1CNC2=O (stereo partly specified)
19	CN1C(=O)N(C)C(=O)C2(Cc3cc([N+](=O)[O-])ccc3N(C)C2c2ccccc2)C1=O (stereo unspecified)
20	COc1ccccc1CN1CCN(C(=O)COc2cccc(C)c2)CC1
21	CCSc1nnc([C@@H](N)Cc2ccccc2)o1
22	O=[N+]([O-])c1cc(F)c(N2CCCCC2)cc1Br
23	Nc1ncnc2c1ncn2[C@@H]1O[C@H](COP(=O)(O)OP(=O)(O)OP(=O)(O)O)[C@H]2OC3(O[C@H]21)C([N+](=O)[O-])=CC(=[N+]([O-])[O-])C=C3[N+](=O)[O-] (stereo partly specified)
24	O=C(COc1ccc(Cl)cc1)N(c1ccc(Cl)cc1)C1CN2CCC1CC2 (stereo unspecified)

assay / compound	17	18	19	20	21	22	23	24
IMPase Li cell	6%	10%&25%	2%	x	-2%[38.3 µM]	x	-5%	x
GAA inh	x	x	-2%	-8%	-6%	x	x	x
GAA spleen mod	4%	0%&3%	3%	2%	-8%	3%	23%	8%
HTT aggregate	x	x	-14%	u	5%	3%[9.22 µM]	x	-35%[9.22 µM]
GAA glycogen	x	x	-3%	-6%	1%	1%	x	1%
RGS12 GoLoco inh	18%	2%&0%	1%	x	-22%	-9%	68%[activator]	-2%
HTT cytoprotect	x	u	-2%[10 µM]	-15%	1%	11%[10 µM]	-20%	-33%[10 µM]

The list goes on; the last 2 above are carried over.
23	Nc1ncnc2c1ncn2[C@@H]1O[C@H](COP(=O)(O)OP(=O)(O)OP(=O)(O)O)[C@H]2OC3(O[C@H]21)C([N+](=O)[O-])=CC(=[N+]([O-])[O-])C=C3[N+](=O)[O-] (stereo partly specified)
24	O=C(COc1ccc(Cl)cc1)N(c1ccc(Cl)cc1)C1CN2CCC1CC2 (stereo unspecified)
25	CC(=Nc1ccc2c(c1)CCC2)c1c(O)n(C2CCCCC2)c(=O)[nH]c1=O
26	C=CCc1cc(C=C2C(=O)NC(=O)NC2=O)cc(OC)c1OCc1ccc(C(=O)O)cc1
27	CCCCCC1C(=O)O[C@H](C)[C@@H](NC(=O)c2cccc(NC=O)c2O)C(=O)OC(C)C1OC(=O)CC(C)C (stereo partly specified)
28	N#CC1=C(N)Oc2c(c(=O)oc3ccccc23)C1c1ccncc1 (stereo unspecified)
29	Cc1ccc(N)cc1C
30	CCCCn1c(O)c(C(CC)=NC(C)c2ccccc2)c(=O)[nH]c1=O (stereo unspecified)
31	COc1cccc(Cn2c(-c3cccs3)noc2=O)c1
32	CN(C)CCCc1cccnc1

assay / compound	23	24	25	26	27	28	29	30	31	32
IMPase Li cell	-5%	x	-1%[38.3 µM]	2%	22%	-7%[38.3 µM]	-13%	-7%[38.3 µM]	22%[38.3 µM]	3%
GAA inh	x	x	7%	0%	x	1%	x	-7%	-5%	x
GAA spleen mod	23%	8%	-10%	6%	-1%	-5%	4%	-8%	4%	x
HTT aggregate	x	-35%[9.22 µM]	1%	-14%	x	21%	x	11%[9.22 µM]	8%	x
GAA glycogen	x	1%	1%	-6%	x	-1%	x	-10%	-5%	x
RGS12 GoLoco inh	68%[activator]	-2%	5%	-14%	8%	1%	-2%	3%	2%	10%[14.2 µM]
HTT cytoprotect	-20%	-33%[10 µM]	21%	-23%	x	-9%	-9%	-12%	12%[10 µM]	11%[10 µM]

33	CCOP(=O)(OCC)C(NC(=O)c1ccccc1)=C(Cl)Cl
34	C[C@H]1CCC/C=C/C2C[C@H](O)CC2[C@H](O)/C=C/C(=O)O1 (stereo partly specified)
35	O=C(CN1CCN(CCO)CC1)Nc1ccc(Cl)cc1C(=O)c1ccccc1
36	c1ccc(CNCCc2ccc3c(c2)OCO3)nc1
37	O=C(c1ccccc1)c1cn(CC(=O)N2CCCc3ccccc32)c2ccccc12
38	CC(C)c1oc(=O)cc2c1[C@@H](O)[C@H]1OC(=O)[C@@]3(C)C[C@@H](O)[C@@H](O)[C@@]2(C)C13 (stereo partly specified)
39	CC1(C)[C@@H](O)C[C@H]2[C@](C)(O)[C@@H]3CC[C@H]4[C@@H](O)[C@@]3(C[C@@H](O)[C@@]21O)C[C@@]4(C)O
40	Cc1nc2ccccc2c(=O)n1-c1ccncc1

assay / compound	33	34	35	36	37	38	39	40
IMPase Li cell	-1%	-1%	-2%	3%	3%[38.3 µM]	2%	-12%&28%	x
GAA inh	-1%	1%[15.4 µM]	1%	2%	-7%	2%[15.4 µM]	x	x
GAA spleen mod	-1%	6%	-1%	-1%	-8%	-3%	1%&14%	-3%
HTT aggregate	-9%	2.8µM*	-8%	15%	-1%	u	x	-3%[9.22 µM]
GAA glycogen	-8%	4%	2%	4%	-4%	-1%	x	9%
RGS12 GoLoco inh	-8%	6%	5%	-1%	8%	4%	0%&4%	-4%
HTT cytoprotect	-1%[10 µM]	x	11%[10 µM]	20%[10 µM]	6%[10 µM]	x	-8%&-5%	14%[10 µM]

41	CCOC(=O)C1(CCCc2ccccc2)CCN(C2CCCC2)CC1
42	CCC(C)C1O[C@]2(C=CC1C)CC1CC(C/C=C(\C)[C@H](OC3CC(OC)C(O[C@H]4CC(OC)[C@@H](O)C(C)O4)C(C)O3)[C@@H](C)/C=C/C=C3\COC4C(O)C(C)=C[C@H](C(=O)O1)[C@@]34O)O2 (stereo partly specified)
43	COc1ccc(C(=O)C2CCCN(Cc3ccc(C)s3)C2)cc1OC (stereo unspecified)
44	C=CCn1c(O)c(N=Nc2c(C)n(C)n(-c3ccccc3)c2=O)c(=O)[nH]c1=S
45	COc1ccc(-n2c(Cc3ccccc3)nc3ccccc3c2=O)cc1
46	O=C(/C=C/c1ccc(F)cc1)NNC(=O)CCN1CCN(Cc2ccccc2)CC1
47	CCOc1nc(NC(C)C)nc(N2CC3CC(C2)c2cccc(=O)n2C3)n1 (stereo unspecified)

assay / compound	41	42	43	44	45	46	47
IMPase Li cell	27%	5%	18%	15%	12%	-7%	2%
GAA inh	-16%	x	-5%	u	u	-14%	-4%
GAA spleen mod	0%	-3%	6%	-3%	-3%	-3%	-17%
HTT aggregate	-22%[9.22 µM]	-8%	-8%[9.22 µM]	-6%	-20%[9.22 µM]	u	-9%
GAA glycogen	10%	x	-2%	-6%	-10%	3%	3%
RGS12 GoLoco inh	-19%	5%	12%	95%[activator]	12%	-5%	-3%
HTT cytoprotect	-28%[10 µM]	-67%[inhibitor]	12%[10 µM]	x	-13%[10 µM]	-69%[inhibitor][10 µM]	-3%

Not all compounds are listed; the hit share may differ from the screen's.
